Screening data as filed in PubChem BioAssay.
RAD52 inh: blocks human RAD52 DNA annealing; P43351; recombinant RAD52 DNA annealing, FRET fluorescence; inhibition, % at 18.7 µM; 0.46% of 360,000 active;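 active means every replicate showing at least 50% inhibition; inconclusive means mean inhibition at least 50% but not in every replicate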
RAD54 branch: blocks human RAD54 Holliday junction branch migration. inhibition, % at 10.4 µM. Q92698. 0.14% of 360,000 active. FAM/BHQ fluorescence;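 active means mean normalized replicate activity at least 40 and at least half of replicates scoring 40 or more; inconclusive means only one of the two criteria met; inactive means mean below 40 and under half of replicates reaching 40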;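 further: 0% = median of neutral control wells and 100% = median of positive control wells; inhibitors cause a drop in the FAM fluorescence signal; in these data hits start at about 50%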
ERp5 inh: ERp5 (human) disulfide isomerase inhibition; Q15084; ERp5 insulin aggregation, absorbance 650 nm, 90 min; inhibition, % at 9.99 µM; 0.05% of 350,000 active; AID 651711;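 active means mean replicate inhibition above about 25%, with every replicate also reaching it, limit read from the data, passing the limit was not always enough; inconclusive means only one of those two criteria met; inactive means neither criterion met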
Target sequence (Q15084 whole entry, looked up): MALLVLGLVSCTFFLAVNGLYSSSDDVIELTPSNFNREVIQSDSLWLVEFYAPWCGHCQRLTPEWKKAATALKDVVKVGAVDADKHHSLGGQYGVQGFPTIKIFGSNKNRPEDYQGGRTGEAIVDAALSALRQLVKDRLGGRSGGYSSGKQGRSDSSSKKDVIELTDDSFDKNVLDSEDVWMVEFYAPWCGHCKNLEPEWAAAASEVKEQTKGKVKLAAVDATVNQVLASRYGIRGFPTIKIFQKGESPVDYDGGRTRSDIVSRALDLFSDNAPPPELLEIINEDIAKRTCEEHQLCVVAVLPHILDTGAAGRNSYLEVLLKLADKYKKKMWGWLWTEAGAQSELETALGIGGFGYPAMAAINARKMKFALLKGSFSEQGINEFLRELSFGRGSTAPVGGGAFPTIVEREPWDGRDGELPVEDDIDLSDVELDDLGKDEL
PglD inh: inhibitors of Campylobacter jejuni PglD acetyltransferase | purified PglD enzyme, DTNB colorimetric CoA detection | 0.098% of 360,000 active | inhibition, % at 12.5 µM; in the data active means inhibition above about 16%, passing the limit was not always enough; inconclusive means no clear call, values can overlap the other calls; further: strong numbers were not always called active
E-selectin induc: induces E-selectin expression in human endothelial cells; 0.37% of 260,000 active; activation, % at 7.58 µM; AID 686992; HUVEC E-selectin immunofluorescence imaging; normalized: neutral wells 0, TNF-alpha wells 100;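 active means mean E-selectin-positive cell signal at least 10% of the positive control, reached in at least 60% of replicates, without over 20% cell loss; inconclusive means no rule given, readout overlaps actives, possibly toxicity-flagged; inactive means the rest, including those meeting only one limit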;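 further: in these data hits start at about 27%; measured in HUVEC primary endothelial cells; signal is the percent of cells scored E-selectin positive by PE staining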
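Read-out: % PE-positive cells | Test system: HUVEC | Doses: One compound dose added by pin transfer | Buffer or medium: EGM-2 over gelatin coat | Signal: Immunofluorescence imaging | Benchmarks: TNF-alpha, DMSO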
esBAF inh: blocks esBAF chromatin remodeling in mouse ES cells; Bmi1-luciferase knock-in reporter, 24 h; 100% = twice the neutral-well signal; reporter increase, % at 12.5 µM; 2% of 350,000 active; in the data active means activation above about 40%; inconclusive means no clear call, values can overlap the other calls;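 further: 0% = median of the plate's neutral control wells and 100% = double that signal; a rise in the Bmi1 reporter signal indicates esBAF inhibition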
ARNT TACC3 PPI: ARNT/TACC3 interaction disruption; inhibition, % at 9.99 µM; AlphaScreen His-ARNT PAS-B/GST-TACC3 binding, luminescence; TACC3 fragment carries E629A point mutation; 0.66% of 390,000 active; Q9Y6A5;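 active means mean inhibition of replicates at least 50% and at least half of replicates each reaching 50%; inconclusive means half or more replicates reach 50% but mean below 50%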;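 further: 0% = complete ARNT plus TACC3 wells and 100% = ARNT alone without TACC3; many hits fall short of the cut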
CASP6 VEID inh: caspase-6 (human) enzyme inhibition; inhibition, % at 12.5 µM; 0.53% of 350,000 active; purified caspase-6, Z-VEID-R110 cleavage fluorescence; AID 686996; P55212;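 active means mean inhibition across replicates at least about 35%, with every replicate also reaching that limit, limit read from the data; inconclusive means only one of the two criteria met; inactive means neither criterion met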;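 further: 0% = median of neutral control wells and 100% = no fluorescence left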
Target sequence (P55212 24-179 limits assumed): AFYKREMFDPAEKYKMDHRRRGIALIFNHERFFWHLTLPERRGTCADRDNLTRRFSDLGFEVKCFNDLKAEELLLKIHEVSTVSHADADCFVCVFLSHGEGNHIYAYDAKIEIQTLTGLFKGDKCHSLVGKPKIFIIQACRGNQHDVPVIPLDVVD
Target sequence (P55212 194-293 limits assumed): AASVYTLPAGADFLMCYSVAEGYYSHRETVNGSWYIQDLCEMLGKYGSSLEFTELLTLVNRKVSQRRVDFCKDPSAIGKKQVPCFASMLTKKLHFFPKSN
The depositor's hits bear a star; u = inconclusive; x = no result given; & = joins results of further samples.

canonical_smiles	RAD52 inh	RAD54 branch	ERp5 inh	PglD inh	E-selectin induc	esBAF inh	ARNT TACC3 PPI	CASP6 VEID inh
O=C(COc1ccccc1C(=O)NCc1ccccn1)Nc1ccc(Br)cc1	-5	x	2	x	x	x	-1	5
CS(=O)(=O)c1ccccc1-c1nnc(NC(=O)C2=COCCO2)o1	-5	-2	-4	4	0.5	x	19	-1
CO[C@H]1CN(C)C(=O)c2ccc(NS(C)(=O)=O)cc2OC[C@H](C)N(C(=O)CC2CC2)C[C@H]1C	0	10	2	-1	1.6	0	-2	x
CCCCN(C(=O)NC(=O)Nc1c(C)cc(C)cc1C)S(C)(=O)=O	0	-18	2	-4	x	-1	-21	2
C[C@@H]1CN([C@H](C)CO)C(=O)c2cccc(NS(=O)(=O)c3cccs3)c2O[C@@H]1CN(C)C	9	9	-3	4	0.0	-2	-3	1
Cc1cc(-c2nnnn2-c2ccc(F)cc2)no1	-5	-8	2	-2	x	-3	-1	13
COc1ccc(S(=O)(=O)N2CCOCC2)cc1NC(=O)COc1ccccc1	-13	x	-5	x	0.1	x	7	6
O=c1c2ccccc2nc(/C=C/c2cc(Br)ccc2O)n1CCCO	-13	-4	4	4	-0.2	11	2	1
O=C(O)c1cc(S(=O)(=O)N2CCOCC2)ccc1N1CCOCC1	x	-5	x	-2	x	3	-6	x
Clc1ccc(CN2CCN(c3ccccc3)CC2)cn1	-14	5	3	4	3.8	-7	-1	2
COCCNC[C@H]1[C@H](c2ccccc2)[C@H](CO)N1c1nc(C)c(C)s1	-25	3	3	-3	0.0	4	-5	0
O=C(CCC1CCCN(C(=O)Cn2cnnn2)C1)NCc1ccc(F)c(F)c1 (centres undefined)	-18	x	2	x	2.0	x	-7	-2
Cc1nc(N2CCOCC2)c2c3c(sc2n1)CCC3	0	3	-4	5	0.1	-12	2	-3
CC(=O)Nc1ccc(NC(=O)CN2C(=O)NC3(CCCCCCC3)C2=O)cc1	-17	-5	3	-2	0.2	-4	1	1
Cc1nc2ccc(NC(=O)c3ccc(N4C(=O)CCC4=O)cc3)cc2s1	-12	3	-8	-4	x	-2	-1	x
COc1ccc(C(=O)C2CCCN(Cc3ccc(C#CCCO)cc3)C2)c(OC)c1 (centres undefined)	-30	-5	9	4	5.1	-3	3	15
O=C(c1ccncc1)N1CC(=O)N2[C@H](CO)[C@@H](c3ccc(-c4ccccc4)cc3)[C@H]2C1	3	x	-1	x	0.2	x	x	-2
O=C(NC1CCCC1)N[C@@H]1CC[C@H](CC(=O)N2CCOCC2)O[C@@H]1CO	-17	-21	3	-1	0.0	-1	-9	0
Cc1ccc(/C=N/n2nnnc2N)cc1[N+](=O)[O-]	x	5	x	3	x	-5	-2	x
CCc1ccccc1NC(=O)CC1S/C(=N\c2nccs2)N(CC)C1=O (centres undefined)	x	-2	x	-4	x	-18	1	x
O=C(CN(Cc1ccc(F)cc1)C(=O)CCC(=O)Nc1ccccn1)NCc1ccco1	x	-10	x	-7	x	-2	-8	x
CC(=O)Nc1ccc(S(=O)(=O)NCC(=O)N2CCN(S(=O)(=O)c3cccs3)CC2)cc1	-8	-3	0	-4	x	2	2	3
Cc1ccc(-c2ccc([C@H]3[C@H]4CN(S(=O)(=O)c5ccccc5C)CCCCN4[C@H]3CO)cc2)cc1	-7	7	-1	10	-0.6	7	-7	-4
Cc1c2ccccc2c(C)c2c1ccc1ccccc12	0	0	2	-4	0.6	20	2	0
O=C(COC(=O)/C=C/c1ccc(Cl)cc1)Nc1ccccc1	-13	0	-3	4	x	10	-1	1
CC(=O)NC(CCS(C)(=O)=O)C(=O)Nc1ccc(Cl)c(Cl)c1 (centres undefined)	9	-1	9	2	x	2	-4	-4
CC(C)Oc1ccc(C(=O)Nc2ccc(N3CCCCC3)cc2)cc1	-18	x	2	x	-1.5	x	-2	0
COC(=O)c1ccc(-c2nc(O)c3cnccn23)cc1	x	2	x	7	x	-7	8	x
O=[N+]([O-])c1ccc(O)c(/C=N/Nc2ccc(Cl)nn2)c1	x	7	x	-2	x	-62	58*	x
CCCS(=O)(=O)C/C(N)=N/OC(=O)c1ccc(Cl)cc1	-3	-4	0	1	0.0	-1	5	0
COc1ccccc1NC(=O)C(=O)NCC(c1ccco1)N1CCc2ccccc2C1 (centres undefined)	-34	-5	1	4	0.9	2	0	-2
CC(C)NC(=O)N(C)C[C@@H]1Oc2ccc(NC(=O)CCN3CCOCC3)cc2C(=O)N([C@H](C)CO)C[C@@H]1C	15	0	0	3	1.6	-5	-9	-1
N#Cc1cccc(-c2ccc(C3[C@@H]4CN(S(=O)(=O)c5ccccc5)C[C@H]3N4)cc2)c1 (some centres undefined)	46&24	x	11&1	x	0.7&0.1	x	x	27&-6
O=[N+]([O-])c1cccc(S(=O)(=O)Nc2ccc(S(=O)(=O)Nc3nccs3)cc2)c1	-10	-13	2	-2	-0.3	-1	0	6
Cc1ccc2sc(N(CCCN(C)C)C(=O)c3ccc(Br)s3)nc2c1C	29	x	0	2	0.0	-4	13	-6
Cc1cc(C)c2c(NC(=S)Nc3ccccc3)n[nH]c2n1	-5	x	-5	x	0.0	x	-7	1
CC1(C(=O)NS(=O)(=O)c2ccc(Br)cc2)CCN1C(=O)C1CCCCC1 (centres undefined)	-2	-8	0	-2	0.2	1	x	-1
CC(NS(=O)(=O)c1cc2c3c(c1)CCN3C(=O)CC2)c1ccccc1 (centres undefined)	17	-1	0	-5	-0.2	-3	x	0
COc1c(C=O)c2c(c(OC)c1OC)-c1ccc(OC)c(=O)cc1C(NC(C)=O)CC2 (centres undefined)	-3	x	-10	x	-0.5	x	9	6
NC(=O)CC(NC(=O)c1ccccc1)c1ccc(NCC2CC2)c([N+](=O)[O-])c1 (centres undefined)	-70	-5	-3	6	0.0	1	-1	-1
CC(C)C(=O)Nc1cccc(NC(=O)c2cc3ccccc3o2)c1	x	13	x	4	x	72*	0	x
C[C@@H]1CN([C@H](C)CO)S(=O)(=O)c2ccc(Br)cc2O[C@H]1CN(C)Cc1cccc(C(=O)O)c1	-11	4	3	0	-0.2	2	-3	-2
COc1ccc(C2CC2C(C)=O)cc1 (centres undefined)	-9	x	11	x	1.9	0	-2	x
CC(=O)Nc1ccccc1OCC(=O)c1ccc2c(c1)OCO2	x	2	x	-1	-0.5	u	1	x
COc1ccc(NC(=O)CN(CC(=O)Nc2ccc(OC)cc2)C(C)(C)CO)cc1	-7	-5	0	0	0.2	5	3	-3
CC(O)CNc1nc2ccccc2n1CC(=O)NCC(F)(F)F (centres undefined)	-4	x	0	x	1.4	x	0	5
COc1ccc(NC(=O)N2CC(=O)N3[C@H](C2)[C@H](c2ccc(-c4ccc(C)cc4)cc2)[C@@H]3CO)cc1	-8	x	-7	x	-0.5	x	x	3
N=C1C(c2nc3ccccc3c(=O)[nH]2)=C(O)CN1CCc1ccccc1	x	5	x	-1	x	16	-10	x
COc1cccc(CNC(=O)c2ccc(C)c(S(=O)(=O)N3CCOCC3)c2)c1	-4	-7	1	-2	0.8	-6	-16	1
COc1ccc(C)cc1NC(=O)CSc1nnc(COc2ccccc2)n1Cc1ccco1	x	1	x	-3	x	-15	0	x
CCCCc1c(-c2ccccc2F)ncn1CCc1ccccc1OC	16	x	-7	x	-0.1	x	x	2
c1cc2c(c(NCc3ccncc3)c1)CCCC2	x	-9	x	1	x	-5	2	x
COc1ccc(S(=O)(=O)NCc2ccccn2)cc1NC(=O)c1ccc(Cl)cc1	1	4	5	1	0.1	-17	5	7
Oc1ccc2ccc(Cl)cc2c1	-2	x	2	x	0.0	6	4	2
CCN(CC(=O)NCc1cccs1)S(=O)(=O)c1ccc(F)c(F)c1F	-3	0	-3	-4	-0.7	-4	-5	-3
COC(=O)C1=C(N)Oc2c(oc(CO)cc2=O)C1c1ccccc1F (centres undefined)	x	-2	x	-5	x	3	-9	x
Cc1cc(C)c2cc3c(N)c(C(=O)N4CCOCC4)sc3nc2c1	-95	x	4	x	x	x	-16	5
Cc1nnc(SCC(=O)Nc2cc(S(=O)(=O)N3CCOCC3)ccc2C)s1	-2	-2	9	-2	x	0	-5	0
COc1ccccc1CNC(=O)C[C@H]1C=C[C@H](NC(C)=O)[C@H](CO)O1	2	-1	3	1	-0.6	-5	5	-3
C/C(=N\N=C1\NC(=O)C(Cc2ccccc2)S1)c1ccccc1 (centres undefined)	-6	x	-4	x	0.0	x	7	17

Single records, as listed above. Values in the order: RAD52 inh	RAD54 branch	ERp5 inh	PglD inh	E-selectin induc	esBAF inh	ARNT TACC3 PPI	CASP6 VEID inh
`Cc1nnc(SCC(=O)Nc2cc(S(=O)(=O)N3CCOCC3)ccc2C)s1` in the list: -2	-2	9	-2	x	0	-5	0
`c1cc2c(c(NCc3ccncc3)c1)CCCC2` in the list: x	-9	x	1	x	-5	2	x

More structures.
canonical_smiles	RAD52 inh	RAD54 branch	ERp5 inh	PglD inh	E-selectin induc	esBAF inh	ARNT TACC3 PPI	CASP6 VEID inh
COC(=O)c1cc2n(n1)CCN(Cc1ccc(OC)cc1)C2=O	x	0	x	2	x	-7	4	x
CCOC(=O)c1sc(NC(=O)c2ccccc2OC)nc1C	-38	-16	-3	x	0.4	-15	-5	-4
C=CCOC(=O)C1=C(C)NC(C)=C(C(=O)OCC=C)C1c1ccco1	-13	x	4	x	x	x	0	4
O=[N+]([O-])c1cc(Cl)ccc1N1CCCCC1	-7	x	-2	x	0.0	x	0	0
COc1ccc(CNC(=O)Nc2nnc([C@H]3C[C@H](O)[C@@H](CO)O3)s2)cc1	-10	-6	0	0	-0.3	6	x	2
Cc1c(/C=C(\C#N)C(=O)NCc2ccccc2)cc(C#N)n1C	-5	-2	-1	4	-0.3	-2	2	2
COCC(=O)Nc1ccc2c(c1)[C@H]1C[C@H](CC(=O)O)O[C@H](CO)[C@H]1O2	2	-6	1	-1	-0.4	2	-10	1
O=C(CCN1C(=O)C2(OCCO2)c2ccccc21)c1ccccc1	x	9	x	4	x	8	-3	x
